Source: PubChem
Tb PFK inh: blocks T. brucei phosphofructokinase | O15648 | T. brucei PFK, ADP-Glo luminescence | Potency, µM (titrated, usually from 57.5 µM), without a hit: at the highest dose activity, negative = inhibition, most hits filed as inhibitors | actives 0.17% (n = 330,000) | AID 485367;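 also: potency is read from the fitted curve at half-maximal effect; 0% = uninhibited 1x PFK enzyme wells and -100% = no-enzyme wells; nearly all actives have a fitted effect of over 60% in size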
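Activity is normalized to no-enzyme wells (full inhibition) and 1.25 nM enzyme wells (no inhibition). Reaction: 0.5 mM F6P, 0.1 mM ATP, 45 min RT, ADP-Glo luminescence; concentration-response curves fitted and classed by quality.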
Chronic BCR inh: chronic active BCR signaling inhibition | actives 0.05% (n = 340,000) | ABC-DLBCL IkBa-CBG/CBR reporter, luminescence ratio, 4 h | Potency, µM (highest dose often 46.1 µM), inactives show at the top dose ratio change, negative = lower green/red ratio, most hits filed as inhibitors; active = well fitted inhibition curve with a large enough effect in the signal ratio, with a control signal flat, not every such curve was filed as active; inconclusive = small, poorly fitted or top-dose-only effect, or effect the other way, or a change in a side signal; the % refers to the signal ratio;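 also: potency is read from the fitted curve at half-maximal effect; plate controls were basal doxycycline-induced cells for no effect and cells given 10 µM MG132 for full effect; MG132 reads +100%, hits lower the ratio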
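TMD8 ABC-DLBCL cells carrying doxycycline-inducible green luciferase fused to IkappaBalpha plus unfused red luciferase were exposed to compounds (up to 46 uM) for 4 hrs at 37C. Activity came from the overlap-corrected green/red luminescence ratio.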
ELG1 DNA repair: inhibitors of ELG1-dependent DNA repair in HEK293T cells | HEK293T ELG1-luciferase reporter, luminescence, 16 h; DNA damage induced by 5-fluorouridine | Potency, µM (titrated, usually from 46.1 µM), inactives show top-dose activity change, negative = inhibition, most hits filed as inhibitors | actives 2.3% (n = 330,000); also: potency is read from the fitted curve at half-maximal effect; % is scaled to controls: 0 for no effect and ±100 for the full control effect; nearly all actives have a fitted effect of over 55% in size
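5-Fluorouridine DNA damage + compound/DMSO, 2,000 cells/well, 16 h, 37 °C/5% CO2. ONE-Glo, 30 min RT, luminescence. Readout = decrease in reporter signal.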
TSG101-PTAP inh: blocks PTAP/TSG101 interaction to inhibit HIV-1 budding | Q99816 | AID 493005 | Potency, µM (series often up to 115 µM), for inactives: top-dose activity change, negative = inhibition, actives largely listed as inhibitors | 340,000 tested, under 10 active | Fluorescence polarization, FITC-PTAP peptide / Tsg101 binding; active = well fitted inhibition curve with a large enough effect in the main read-out, with a control signal flat, not every such curve was filed as active; inconclusive = small, poorly fitted or top-dose-only effect, or effect the other way, or a change in a side signal; inactive = no such curve, though single readings can be large or run the other way; also: potency is read from the fitted curve at half-maximal effect; % of control where 0% means no effect
Target sequence (Q99816 whole entry, looked up): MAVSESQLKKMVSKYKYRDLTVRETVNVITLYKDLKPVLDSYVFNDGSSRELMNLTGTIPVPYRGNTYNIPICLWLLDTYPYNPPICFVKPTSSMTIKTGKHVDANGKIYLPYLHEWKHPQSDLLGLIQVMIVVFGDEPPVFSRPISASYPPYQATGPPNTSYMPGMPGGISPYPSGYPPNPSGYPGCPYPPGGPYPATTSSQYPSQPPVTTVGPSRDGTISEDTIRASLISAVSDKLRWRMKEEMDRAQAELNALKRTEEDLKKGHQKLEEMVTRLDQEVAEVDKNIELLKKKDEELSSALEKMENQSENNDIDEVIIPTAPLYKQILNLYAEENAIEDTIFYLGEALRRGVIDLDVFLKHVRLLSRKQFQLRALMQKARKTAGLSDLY
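Steps: Tsg101 binding domain dispensed (10 uM final), compounds pinned in DMSO, FITC-labeled PTAP-motif peptide added (50 nM final); after 20 min binding at room temperature, polarization measured.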
B2AR arrestin: beta2AR (human) beta-arrestin recruitment activity; beta-arrestin recruitment to beta2AR, cell-based reporter; actives 0.02% (n = 330,000); P07550; Potency, µM (doses to about 46.1 µM), for the others: top-dose activation, most hits filed as activators; AID 492947;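 also: potency is read from the fitted curve at half-maximal effect; 0% = DMSO controls and full agonism = EC100 isoproterenol or metaproterenol; nearly all actives have a fitted effect of over 65% in size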
uPA surface inh: blocks generation of uPA at the cell surface; cell surface uPA generation assay, qHTS; Potency, µM (highest dose often 38.3 µM), inactives show top-dose activity change, negative = inhibition, usual class: inhibitors; actives 0.31% (n = 330,000); AID 540303; active = well fitted inhibition curve with a large enough effect; inconclusive = small, poorly fitted or top-dose-only effect; inactive = no such curve, though single readings can be large or run the other way; tested in mouse RAW 264.7 cells; also: potency is read from the fitted curve at half-maximal effect; % is scaled to controls: 0 for no effect and ±100 for the full control effect; nearly all actives have a fitted effect of over 55% in size
TSHR antag: human thyrotropin receptor antagonism; AID 504810; TSHR-expressing cells, TSH-stimulated cAMP HTRF, 2 h; active compounds read low; P16473; actives 0.2% (n = 330,000); activity change, negative = inhibition, % at 11.5 µM;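 active = activity change below a set negative limit, meaning inhibition stronger than a set level, cut at about -70% in these data; inconclusive = activity change between two set negative limits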; also: % is scaled to controls: 0 for no effect and ±100 for the full control effect
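Freshly harvested TSHR cells receive pin-tooled compound, then EC80 TSH at 4nM final. After 2 hours at 37 deg C, antibody in lysis buffer and cAMP-d2 are added; 30 minutes at ambient temperature precede the HTRF read.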
USP2a inh: inhibitors of human ubiquitin-specific protease USP2a; USP2 core, Ub-CHOP2 coupled fluorogenic reporter, 485/531; Potency, µM (doses to about 38.3 µM), for inactives: top-dose activity change, negative = inhibition, usual class: inhibitors; actives 0.01% (n = 330,000); AID 463254;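 also: potency is read from the fitted curve at half-maximal effect; plate controls were DMSO wells for no effect and full inhibition by NEM control for full effect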
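USP2 core (10nM final) preincubated 30min RT with compound in 20mM Tris-HCl pH 8.0, 2mM CaCl2, 2mM beta-mercaptoethanol, 0.05% CHAPS; 25nM Ub-CHOP2 plus 25nM reporter substrate added, fluorescence (Ex485/Em531) read after 60min.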
TCR act: activators of T cell receptors. 330,000 tested, under 10 active. Potency, µM (titrated, usually from 9.22 µM), for the others: at the top dose activation of IL-2 secretion, usual class: activators. primary human leukocytes, anti-CD3, IL-2 HTRF, 48 h; also: % of control where 0% means no effect
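Primary human leukocytes incubated 48 hr with anti-CD3 beads plus compound, without co-stimulation. Secreted IL-2 measured by HTRF (europium cryptate/d2 anti-IL-2 pair, 320 nm excitation, 665 nm emission).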
Mito fusion yeast: inhibitors of mitochondrial division or activators of mitochondrial fusion; actives 0.23% (n = 320,000); S. cerevisiae fusion-defective mutant growth rescue, CellTiterGlo 48 h; AID 485298; Potency, µM (series often up to 46.1 µM), for the others: at the top dose growth rescue (activation), actives largely listed as activators;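 also: potency is read from the fitted curve at half-maximal effect; % of control where 0% means no effect; nearly all actives have a fitted effect of over 45% in size; temperature-sensitive fusion mutants such as fzo1-1 at 37 °C on non-fermentable ethanol glycerol medium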
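Temperature-sensitive fusion-defective S. cerevisiae (e.g. fzo1-1, mgm1-5) were grown with compound in YPEG medium (3% ethanol, 3% glycerol) for 48 hours at 37C. Growth rescue was measured as viability by CellTiterGlo luminescence after 10 minutes at ambient.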
Eya2 inh: inhibitors of human Eya2 phosphatase activity. O00167. recombinant Eya2, OMFP fluorescence dephosphorylation (OMFP is methylfluorescein phosphate). Potency, µM (series often up to 76.9 µM), for the others: top-dose activity, negative = inhibition, actives largely listed as inhibitors. actives 0.006% (n = 330,000); also: potency is read from the fitted curve at half-maximal effect; % is scaled to controls: 0 for no effect and ±100 for the full control effect
Target sequence (O00167 whole entry, looked up): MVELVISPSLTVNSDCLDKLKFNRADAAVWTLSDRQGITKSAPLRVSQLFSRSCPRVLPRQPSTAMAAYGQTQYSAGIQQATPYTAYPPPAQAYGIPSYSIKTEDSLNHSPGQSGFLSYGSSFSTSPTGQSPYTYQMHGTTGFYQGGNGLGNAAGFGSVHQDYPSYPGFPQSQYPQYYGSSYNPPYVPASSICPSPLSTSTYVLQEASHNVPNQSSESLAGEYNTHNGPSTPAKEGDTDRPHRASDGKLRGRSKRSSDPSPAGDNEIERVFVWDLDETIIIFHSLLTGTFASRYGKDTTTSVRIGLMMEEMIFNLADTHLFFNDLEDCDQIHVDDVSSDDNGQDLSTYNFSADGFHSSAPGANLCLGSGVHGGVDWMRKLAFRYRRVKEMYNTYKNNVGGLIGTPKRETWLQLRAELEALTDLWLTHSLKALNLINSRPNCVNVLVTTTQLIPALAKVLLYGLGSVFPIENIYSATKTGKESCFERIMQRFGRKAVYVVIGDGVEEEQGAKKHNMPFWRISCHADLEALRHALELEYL
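Eya2 (0.2 uM) preincubated 10 min at ambient with compound, then OMFP substrate added at 50 uM; 10 min reaction in 50 mM HEPES pH 7.5, 50 mM NaCl, 5 uM MgCl2, 0.05% BSA, 1 mM DTT. Fluorescence read at Ex 485/Em 525 nm.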
Starred values were filed as active, the others as inactive; u = inconclusive; x = no result given; [ ] = another dose, or the depositor's remark. Unless noted, calls follow the shape of the dose curve; as a rule, active = well fitted curve in the direction sought with a large enough effect; inconclusive = small, poorly fitted or top-dose-only effect, or another doubt; inactive = no such curve, though single readings can be large; an effect the other way counts as inactive or inconclusive.

no.	mol	Tb PFK inh	Chronic BCR inh	ELG1 DNA repair	TSG101-PTAP inh	B2AR arrestin	uPA surface inh
1	C/C(=N\Nc1ccc(F)cc1F)c1ccc(N2CCOCC2)cc1	0%	-15%	u	-1%	0.3%	-1%
2	N#CCC(=N)N1CCN(c2ccc(Cl)cc2)CC1	-22%	6%	-1%	-1%	-0.1%	2%
3	CC(=O)Nc1ccc(NC(=O)C(C)OC(=O)CCC(=O)c2ccc(F)cc2)cc1 (configuration not stated)	0%	23%	u	-9%	0.1%	0%
4	CC(C)c1ccc(C2=C(O)c3ccccc3C(=O)C2=O)cc1	-1%	u	1%	1%	-0.4%	8%
5	CC(=O)Oc1cc(OC(C)=O)c2c(C)cc(=O)oc2c1	1%	-2%	-9%	-4%	-0.1%	1%
6	COc1ccc(-c2c(-c3cc(OC)cc(OC)c3)n(C)c3ccc(-c4ccc5[nH]ccc5c4)cc23)cc1	5%	14%	5%	-8%	-0.5%	-2%
7	COc1ccc2nc(Cl)c(C3CC(c4ccco4)=NN3C(=O)CCCC(=O)O)cc2c1 (configuration not stated)	0%	8%	-10%	-5%	-0.2%	3%
8	CC(=O)c1c(C)[nH]c(C(=O)CN2CCN(S(=O)(=O)c3ccccc3)CC2)c1C	-27%	-1%	0%	1%	-0.6%	u
9	CCCCC(=O)NC(c1ccco1)c1cc(Cl)c2cccnc2c1O (configuration not stated)	-2%	u	15%	2%	0.1%	-6%
10	COc1ccc(NC(=O)CS(=O)CC(=O)Nc2ccc(-n3cnnn3)c(C)c2)cc1 (configuration not stated)	9%	10%	1%	0%	-0.1%	-1%
11	COc1ccc(CCN(C)C(=O)c2cccc(S(=O)(=O)NCc3ccccc3)c2)cc1OC	-1%	-21%	u	1%	0.5%	-12%
12	COc1cccc(C=Nc2cc(C)on2)c1O	2%	-5%	-4%	-15%	-0.2%	-7%

no.	TSHR antag	USP2a inh	TCR act	Mito fusion yeast	Eya2 inh
1	3	3%	2%	-14%	0%
2	-1	2%	5%	13%	22%
3	-4	2%	3%	1%	14%
4	53	u	-1%[46.1 µM]	u	0%
5	4	2%	-1%	1%	8%
6	14	-5%	-6%	7%	-8%
7	0	2%	1%	4%	-28%
8	-16	6%	-2%	u	5%
9	-18	0%	-2%	-4%	-3%
10	-5	3%	-4%	-11%	3%
11	11	-1%	-6%	1%	-9%
12	-6	-1%	x	-2%	5%

Arranged by the number under TSHR antag (rising): some entries from above.
| cpd | Compound | TSHR antag |
| --- | --- | --- |
| 10 | COc1ccc(NC(=O)CS(=O)CC(=O)Nc2ccc(-n3cnnn3)c(C)c2)cc1 (configuration not stated) | -5 |
| 3 | CC(=O)Nc1ccc(NC(=O)C(C)OC(=O)CCC(=O)c2ccc(F)cc2)cc1 (configuration not stated) | -4 |
| 4 | CC(C)c1ccc(C2=C(O)c3ccccc3C(=O)C2=O)cc1 | 53 |

Next part
no.	mol	Tb PFK inh	Chronic BCR inh	ELG1 DNA repair	TSG101-PTAP inh	B2AR arrestin	uPA surface inh
13	COc1cc(C2C(C#N)=C(N)Oc3c2ccc2ccccc32)ccc1OCC(=O)Nc1ccc(C)cc1 (configuration not stated)	1%	2%	u	1%	-0.5%	-11%
14	O=C(c1cc(-c2ccco2)on1)N1CCOCC1	5%	-4%	u	x	-0.8%	0%
15	O=C(CCl)N(c1ccccc1)C1CCS(=O)(=O)C1 (configuration not stated)	0%	u	u	-3%	-0.9%	-12%
16	CCOC(=O)Cc1c(C)nc2c(-c3ccccc3)c[nH]n2c1=O	-7%	0%	2%	-4%	0.0%	-4%
17	CCOc1ccc(S(=O)(=O)Nc2nc3ccccc3nc2Nc2ccc(N3CCOCC3)cc2)cc1	0%	u	-6%	-8%	0.3%	-1%
18	CC(C)NC(=O)CN1CCN(C(=O)CCl)CC1	-1%	1%	25%	-3%	0.1%	x
19	Cc1ccc(CN2CCC(CNC(=O)Nc3ccccc3F)CC2)cc1	2%	1%	-8%	-4%	-0.1%	6%
20	CC(C)(C)c1ccc(C(=O)NCC(=O)OCc2ccc([N+](=O)[O-])cc2)cc1	-22%	u	6%	0%	-0.5%	-3%
21	CN(Cc1ccccc1)Cc1nc2c(c(=O)n(C)c(=O)n2C)n1Cc1ccc(F)cc1	-4%	u	18µM*	-8%	0.1%	2%
22	Cc1ccc(-c2nnnn2C2C/C(=N\NC(N)=S)C3OCC2O3)cc1 (configuration not stated)	6%	9%	3%	-1%	-1.1%	-4%
23	CS(=O)(=O)c1ccc2sc(NC(=O)c3cc4ccccc4o3)nc2c1	-2%	-20%	u	1%	0.3%	-2%
24	CC(C)NC(=O)c1ccccc1N(Cc1ccccc1)S(C)(=O)=O	4%	-6%	12%	-9%	-0.1%	-3%

no.	TSHR antag	USP2a inh	TCR act	Mito fusion yeast	Eya2 inh
13	-11	0%	7%[46.1 µM]	1%	0%
14	7	3%	x	-1%	1%
15	5	0%	3%[46.1 µM]	-2%	2%
16	-6	2%	6%	1%	1%
17	-35	17%	1%[46.1 µM]	4%	7%
18	7	-1%	0%	-2%	14%
19	0	1%	-7%	-5%	-9%
20	-26	1%	9%[46.1 µM]	1%	-3%
21	-3	-2%	1%	13%	-6%
22	-7	4%	8%	2%	-22%
23	-4	0%	-5%	6%	-1%
24	-3	3%	3%	-1%	6%

(cont.)
no.	mol	Tb PFK inh	Chronic BCR inh	ELG1 DNA repair	TSG101-PTAP inh	B2AR arrestin	uPA surface inh
25	O=C(O)c1ccc(NC(=O)c2ccc(COc3ccccc3)o2)cc1	-4%	-4%	18%	-4%	0.1%	5%
26	COc1ccc(S(=O)(=O)NC2CCSc3ccccc32)cc1OC (configuration not stated)	2%	4%	-3%	-1%	0.3%	1%
27	CCN(Cc1ccccc1)C(=O)Cn1c(=O)n(CCC(=O)N2CCCCC2)c(=O)c2sccc21	0%	7%	-13%	1%	-0.8%	-4%
28	O=C(N/N=C/c1cccc([N+](=O)[O-])c1O)C(O)(c1ccccc1)c1ccccc1	-1%	-7%	-7%	-5%	0.5%	u
29	CCn1ncc(/C=N/N=C2\CCC3C4CCc5cc(O)ccc5C4CCC23C)c1C (configuration not stated)	0%	15%	u	2%	-0.2%	-9%
30	COc1cccc(C(=O)Nc2ccc3nc(N4CCOCC4)cc(C)c3c2)c1	-3%	u	u	-3%	-0.2%	-6%
31	CCOC(=O)Cc1c(C)nc2c(-c3ccc(OC)cc3)c(C)nn2c1C	-2%	-18%	u	-3%	0.0%	3%
32	C/C(=N\OCc1ccc(C#N)cc1)c1ccccc1	-2%	-21%	u	-4%	0.0%	-12%
33	Cc1ccc(-n2nc3c(c2NC(=O)C(C)C)CS(=O)(=O)C3)cc1	0%	-14%	6%	1%	0.1%	-12%
34	CCN(CC)CCNC(=O)c1ccc(NC(=O)C2CC(=O)N(c3ccc4c(c3)OCCO4)C2)cc1 (configuration not stated)	-2%	0%	13%	0%	-0.1%	0%
35	O=C(CSc1nnc(-c2cccs2)o1)OCc1ccccc1	1%	14%	0%	0%	-0.1%	2%
36	O=C(CCC1CCCCC1)NCc1ccccn1	0%	11%	1%	-1%	-0.1%	1%

no.	TSHR antag	USP2a inh	TCR act	Mito fusion yeast	Eya2 inh
25	-7	1%	0%	4%	6%
26	25	-2%	1%	0%	4%
27	-8	1%	-3%	0%	1%
28	-5	-16%	0%	1%	-21%
29	-9	0%	1%	-7%	-2%
30	-6	-1%	-3%	12%	1%
31	11	-1%	7%	4%	3%
32	0	-4%	2%	4%	9%
33	1	0%	-4%	0%	4%
34	4	0%	-5%	-15%	-19%
35	9	1%	-2%	0%	6%
36	14	-2%	0%[46.1 µM]	-5%	2%
